# From PubChem BioAssay
# Ecoli viability – reduces bacterial viability in AddAB counter-screen; E. coli V3065 growth, OD600 absorbance, 18 h; inhibition, % at 11.9 µM; 330,000 compounds, 0.27% hits; AID 449728;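 active = inhibition above the campaign's mean inhibition across all tested compounds plus 3 SD, cut at about 9.9% in these data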;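 also: uninfected addAB+ strain grown without phage in ampicillin broth; 0% = DMSO wells and 100% = ciprofloxacin 0.95 µg/ml wells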
# SUMO Mot1 rescue – inhibitors of SUMOylation pathway: yeast Mot1-301 growth rescue | S. cerevisiae Mot1-301 growth rescue, ATP luminescence, 38.5C; percent above DMSO median, 100 means doubled | growth rescue, % at 18.8 µM | 320,000 compounds, 1% hits;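 active = every valid replicate shows activation above 250% relative to neutral control wells; inactive = the rest, any valid replicate at or below 250%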;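 also: OY570 slx delta 5 strain wells were the positive control but not used for scaling; some compounds called inactive have numbers as strong as hits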
# AddAB inh – less growth of phage-infected E. coli with AddAB; E. coli expressing H. pylori AddAB, absorbance growth; inhibition, % at 11.9 µM; 330,000 compounds, 0.29% hits; AID 435030; in the data active = inhibition above about 12%;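 also: 0% = vehicle wells of infected cells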
# CDK5 inh – blocks human CDK5/p35 kinase activity | Q00535+Q15078 | Recombinant CDK5/p35, ADP-Glo luminescence, 60 min | inhibition, % at 10 µM | 330,000 compounds, 0.01% hits;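 active = highest replicate inhibition of at least 50% and at least 75% of replicates reaching 50%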;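 also: plate controls were DMSO neutral control for no effect and GW8510 at 10 µM for full effect; many of its hits are not listed in these tables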
# Target sequence (Q00535 whole entry, looked up): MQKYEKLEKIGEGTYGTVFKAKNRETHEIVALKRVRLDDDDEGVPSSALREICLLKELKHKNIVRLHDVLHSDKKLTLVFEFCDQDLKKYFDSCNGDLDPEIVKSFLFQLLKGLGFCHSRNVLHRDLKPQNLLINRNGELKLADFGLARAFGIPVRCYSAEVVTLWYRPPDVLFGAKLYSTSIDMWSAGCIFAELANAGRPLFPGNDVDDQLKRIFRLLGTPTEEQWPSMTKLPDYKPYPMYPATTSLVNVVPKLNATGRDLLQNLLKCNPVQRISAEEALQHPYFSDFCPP
# Target sequence (Q15078 whole entry, looked up): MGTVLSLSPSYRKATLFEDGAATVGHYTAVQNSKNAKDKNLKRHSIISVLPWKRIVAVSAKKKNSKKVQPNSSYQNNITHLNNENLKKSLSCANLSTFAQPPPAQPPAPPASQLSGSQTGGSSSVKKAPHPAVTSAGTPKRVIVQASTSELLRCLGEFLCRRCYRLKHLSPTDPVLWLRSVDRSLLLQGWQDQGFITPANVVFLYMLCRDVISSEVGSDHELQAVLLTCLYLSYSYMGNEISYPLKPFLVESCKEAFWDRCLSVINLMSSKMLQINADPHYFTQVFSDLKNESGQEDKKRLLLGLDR
# PKA-R2B act – activators of human PKA-R2B complex | P22694+P31323 | PKA-R2B holoenzyme dissociation, Cy5-IP20 fluorescence polarization; R2B truncated from residue 108, S112A mutant; 0% DMSO only, 100% 113 µM cGMP | activation, % at 11.4 µM | 340,000 compounds, 0.079% hits | AID 504700;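 active = activation above a cutoff set at the mean over all compounds plus 3 SD, cut at about 18% in these data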;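 also: higher means more holoenzyme dissociation and a rise in polarization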
# Target sequence (P31323 whole entry, looked up, other chains not shown, the tested form may be a part): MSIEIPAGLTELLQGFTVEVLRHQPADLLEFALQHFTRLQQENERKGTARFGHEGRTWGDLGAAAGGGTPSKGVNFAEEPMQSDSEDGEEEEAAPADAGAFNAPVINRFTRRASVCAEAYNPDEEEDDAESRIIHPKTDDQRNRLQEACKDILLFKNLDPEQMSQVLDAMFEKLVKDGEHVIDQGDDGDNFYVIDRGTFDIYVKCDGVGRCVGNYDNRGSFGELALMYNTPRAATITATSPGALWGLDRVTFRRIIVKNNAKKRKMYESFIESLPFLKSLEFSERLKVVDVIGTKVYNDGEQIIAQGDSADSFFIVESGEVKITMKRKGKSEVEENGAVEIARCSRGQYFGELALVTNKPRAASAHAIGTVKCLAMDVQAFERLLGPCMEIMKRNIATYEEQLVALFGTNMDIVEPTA
# HTR5A inv ag – HTR5A inverse agonism, opioid heterodimer counter-screen. inhibition, % at 9.3 µM. P47898. AID 504634. HTR5A cell line, luminescence. 340,000 compounds, 0.083% hits; in the data active = inhibition mostly above about 23%, no sharp cut-off; inactive = mostly below about 18%;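 also: 0% = cells with DMSO and 100% = no-cell wells with DMSO; some compounds called inactive have numbers as strong as hits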
# DAGLB inh – diacylglycerol lipase beta (human) inhibition. Q8NCG7. HEK293T DAGLB membrane lysate, EnzChek fluorogenic substrate. inhibition, % at 5.17 µM. 340,000 compounds, 0.059% hits. AID 504411; in the data active = inhibition above about 34%;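 also: 0% = enzyme with vehicle and 100% = wells lacking enzyme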
# Tat export inh – E. coli Tat transport inhibition; E. coli MC4100 TorA-mCherry Tat export, fluorescence; inhibition, % at 10 µM; 340,000 compounds, 0.036% hits; AID 488895;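 active = mean replicate inhibition at least 50% and at least half of replicates individually reaching 50%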;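 also: exported cargo escapes ClpAP degradation while cytoplasmic cargo is degraded and loses fluorescence; 0% = median of neutral control wells and 100% = median of NaSCN control wells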
# phage Ecoli inh – E. coli growth loss with phage present; 360,000 compounds, 0.26% hits; AID 651602; inhibition, % at 11.9 µM; growth absorbance; in the data active = inhibition above about 11%
# PKA-R1A act – activators of PKA-R1A complex | 340,000 compounds, 0.083% hits | PKA-R1A dissociation, Cy5-IP20 fluorescence polarization; scaled: DMSO 0%, 113 µM cGMP 100% | activation, % at 11.4 µM | AID 504707 | P00514+P68181;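 active = percent activation above the mean of all tested compounds plus 3 SD, cut at about 19% in these data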;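 also: higher means more PKAc released from R1A so a rise in polarization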
# HTR5A ag ctr – HTR5A agonism, opioid heterodimer counter-screen; P47898; HTR5A agonist assay, luminescence, cell-based; activation, % at 9.3 µM; 340,000 compounds, 0.61% hits; AID 504692; in the data active = activation mostly above about 9.5%, no sharp cut-off; inactive = mostly below about 7.6%;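 also: 0% = cells with vehicle only and 100% = reference agonist; strong numbers were not always called active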
# The depositor's hits bear a star; i = inactive; nt = no result given.
SMILES,Ecoli viability,SUMO Mot1 rescue,AddAB inh,CDK5 inh,PKA-R2B act,HTR5A inv ag,DAGLB inh,Tat export inh,phage Ecoli inh,PKA-R1A act,HTR5A ag ctr
O=C(NNC(=O)C1CC(=O)N(Cc2ccccc2)C1)c1ccc(F)cc1 (stereo not drawn),-1.6,3,-1.2,-0.2,1,5,2,0,-0.8,-11,0
Cc1ccc(S(=O)(=O)N2CCN(C(=O)CCCOc3cccc(C)c3)CC2)cc1,-0.2,-6,-1.1,-1.2,-14,-1,0,-4,1.6,-9,1
O=C1C=C(O)CC(c2cccs2)C1 (stereo not drawn),-1.0,-11,2.2,-1.4,4,-31,0,8,2.4,6,0
COc1ccc(C2NN=C(c3ccc(C)cc3)S2)cc1OC (stereo not drawn),-0.9,-8,3.1,1.3,1,6,-6,3,5.5,-3,-3
Cc1nc2ccccc2n1CC(=O)NC1CCCC1,-0.4,7,0.4,0.4,-4,nt,-2,-4,3.5,-2,nt
Cc1ccc(S(=O)(=O)CC(=O)Nc2nnc(C(C)C)s2)cc1,0.1,105,1.5,-0.8,0,9,1,-1,2.1,-5,1
Cc1ccc(S(=O)(=O)N(CC(=O)NN=C2CCN(C)CC2)c2ccc(F)cc2)cc1,-0.3,-1,3.2,1.5,nt,nt,nt,-4,2.8,nt,nt
CCc1ccc(/C=C2\SC(N3CCOCC3)=NC2=O)cc1,1.8,-5,3.2,-1.5,5,2,-2,-2,7.3,0,1
COc1cc(C)cc2c1OC(c1ccccc1)CC2=O (stereo not drawn),nt,nt,nt,0.6,-3,-11,-5,2,3.1,-4,3
Cc1ccc(C(=O)NCC(=O)N2CCCC(C(F)(F)F)C2)s1 (stereo not drawn),0.8,1,0.8,0.2,-12,0,-2,-2,1.9,9,0
CCOC(=O)C1(Cc2ccccc2)CCN(Cc2nccn2CC)CC1,0.7,-17,-3.1,-6.8,-1,10,-4,-4,1.6,8,4
COc1ccc2c(c1)c1nc3ccccc3nc1n2CCCN1C(=O)c2ccccc2C1=O,-2.1,6,0.4,-0.8,-18,17,-2,-14,0.8,-3,3
CSc1ncc(CN2CCC(C(=O)Nc3cccc(-c4cscn4)c3)CC2)cn1,-4.8,1,-1.8,-0.7,3,2,0,-1,-0.6,2,0
CN(C)S(=O)(=O)c1cccc(-c2nn(-c3ccccc3)cc2/C=C(/C#N)C(=O)NCc2ccco2)c1,0.9,-25,1.6,0.9,-2,-16,-2,-11,2.8,-3,6
CC(=O)Nc1ccc(S(=O)(=O)N(C#N)c2nc(N(C)C)nc(N(C)C)n2)cc1,0.6,-7,1.5,2.2,-6,11,-1,1,-0.6,-1,-2
Brc1ccc2ncnc(NCc3ccco3)c2c1,0.6,-3,1.4,2.3,-7,-13,0,-6,3.1,-5,3
NC(=O)CC(NC(=O)Cc1ccc(Br)cc1)c1ccc(N2CCC(Br)CC2)c([N+](=O)[O-])c1 (stereo not drawn),-2.3,3,-1.3,-0.1,-1,-2,11,1,3.0,-2,1
Cc1ccc(S(=O)(=O)N2CCN(Cc3nc4ccccc4n3C)CC2)cc1,-0.9,-2,-0.2,-1.9,0,-1,0,16,-1.5,-7,0
COc1ccc(C(C)=O)cc1COC(=O)[C@H](Cc1ccccc1)NC(=O)c1ccco1,-2.6,-11,0.2,0.3,1,9,-1,-8,-0.7,1,-2
CN1CCN(CC/C=C2/c3ccccc3Sc3ccc(S(=O)(=O)N(C)C)cc32)CC1,-2.7,-4,-2.2,0.3,6,13,3,8,3.3,9,-4
Cc1ccc(/C=C2/SC(=S)N(CCC(=O)N3CCOCC3)C2=O)cc1,-1.8,2,1.6,2.6,0,15,0,6,0.9,5,-6
CCNc1ccccc(-c2ccc3ccccc3n2)c1=O,0.2,10,2.2,-0.6,-2,-12,0,-2,2.4,3,5
O=S(=O)(c1ccc(S(=O)(=O)N2CCN(C3CCCCC3)CC2)cc1)N1CCCCCC1,nt,nt,nt,-0.7,-10,-9,-3,14,1.2,-2,0
Cc1cc(CNCCN(C)C)c(C)n1-c1cc(S(=O)(=O)N2CCOCC2)ccc1N1CCCC1,nt,nt,nt,-1.7,6,19,0,-1,-1.2,-1,3
O=C(CSc1ccc(-c2ccccc2)nn1)c1cccs1,-2.3,0,-2.0,-3.9,-5,19,-11,3,3.8,-9,-7

# The listing continues.
SMILES,Ecoli viability,SUMO Mot1 rescue,AddAB inh,CDK5 inh,PKA-R2B act,HTR5A inv ag,DAGLB inh,Tat export inh,phage Ecoli inh,PKA-R1A act,HTR5A ag ctr
COC(=O)c1ccsc1NC(=O)c1cccc(OC)c1,1.3,145,1.7,1.1,8,-4,-8,5,1.8,2,2
Cc1ccc2[nH]c(=O)c(CN(CCc3ccccc3)Cc3nnnn3CC3CCCO3)cc2c1 (stereo not drawn),-1.4,13,-0.4,-0.7,-1,7,5,3,-2.5,-1,-4
COC(=O)c1ccc(NC(=O)COc2ccc(S(=O)(=O)NC(C)C)cc2)cc1,0.4,12,1.1,-2.4,-10,-17,0,-4,0.5,-9,1
CCOC(=O)N1CCN(c2ccc(O)cc2)CC1,-0.2,0,1.3,-0.6,14,-18,2,9,0.9,-5,-4
O=C(Nc1ccc2nc(-c3cccnc3)[nH]c2c1)C1CCCCC1,0.3,10,-1.9,1.2,1,16,0,-8,2.5,2,-5
CC1=CCC(C(=O)O)C(C(=O)Nc2ccc(-c3nc4ccc(C)cc4s3)cc2)C1 (stereo not drawn),-2.4,-1,0.7,1.4,0,-5,7,-2,4.4,-4,2
NS(=O)(=O)c1ccc(NC(=O)CN2CCN(Cc3ccccc3)CC2)cc1,1.3,7,2.8,-0.3,-13,-18,-1,2,2.2,-6,7
CC1CCN(C(=O)c2cc3nc(C4CC4)cc(C(F)(F)F)n3n2)CC1,-1.5,6,2.6,nt,-14,-7,-1,-11,1.5,-12,0
O=c1[nH]c2cccnc2n1-c1ccc([N+](=O)[O-])cc1,1.6,18,2.0,0.0,-2,6,2,-1,-0.2,1,-2
COC(=O)C1=C(C)NC(=O)NC1/C=C/c1ccccc1 (stereo not drawn),-0.3,0,1.4,-1.0,9,6,-2,-7,3.8,4,-2
COc1ccccc1C(=O)NCCC(=O)NCCCSc1ccccc1,2.1,185,0.8,-1.4,-2,14,-2,1,2.2,-8,-6
Clc1ccc(CN2C3=NCCCN3c3ccccc32)c(Cl)c1,0.6,-5,1.1,0.6,4,-9,1,-6,3.6,8,2
COc1ccc(NC(=O)COc2ccc(/C=C/c3cccc[n+]3C)cc2OC)cc1,-3.6,2,0.7,-0.8,11,7,-1,-2,4.2,4,1
O=C(NC(=S)N1CCCc2ccccc21)c1ccccc1,2.2,210,-1.1,-0.7,-10,7,-2,-2,2.4,-2,-6
COc1ccc(C[C@H]2CN3C(=NC[C@@H]3C(C)C)N2CCNC(=O)c2ccc(C)c(Br)c2)cc1,1.4,-25,3.9,0.1,1,-4,0,8,nt,-7,5
CN1C(=O)C(CC(=O)Nc2ccccc2F)N(NC(=O)c2ccc(Br)cc2)C1=S (stereo not drawn),-0.9,-2,-1.0,-4.6,0,7,-1,9,-0.1,4,-2
Cc1cccc(-n2nc3c(c2NC(=O)CCC2CCCCC2)CS(=O)C3)c1C (stereo not drawn),0.6,4,0.7,-0.9,-12,2,0,6,1.1,-7,-1
CCOc1cc2[nH]c(=O)n(CCCCCC(=O)NCc3ccco3)c(=O)c2cc1OCC,-0.2,130,3.6,-1.4,-7,-15,0,0,3.0,-4,1
O=C(CSc1cccc(C(F)(F)F)c1)NC(=O)c1ccccc1,1.9,3,3.6,-0.7,-4,6,-7,-1,2.4,-7,-2
COc1ccccc1C(=O)C1CCCN(Cc2cccc3nccnc23)C1 (stereo not drawn),1.5,11,0.4,-4.2,2,9,-2,15,2.1,-20,-4
CC(=O)c1cccc(NC(=O)N2CCN(S(C)(=O)=O)CC2)c1,0.1,-25,-0.1,-0.4,5,16,-5,2,nt,3,3
C/C(=N\NC(=O)c1cc(-c2cccnc2)nc2ccccc12)c1ccc(O)cc1O,0.8,101,5.5,-0.6,-8,-5,5,-4,4.0,4,0
COC(=O)c1cnn(-c2ccccc2)c1-n1cccc1C=O,0.4,13,0.3,0.2,-6,26,0,1,-0.3,-6,4
c1ccc(-c2cc3ccccc3nc2N2CCCC2)cc1,-0.7,-4,2.2,-0.5,-10,-14,-1,7,1.2,-3,6
O=C(Nc1ccc(C(=O)NC2CCCCC2)cc1)c1cncc(Br)c1,-1.1,-17,1.2,-0.2,-6,6,1,-5,1.5,-5,12

# Shown with two lines to a compound: two of the compounds above
# Value order – Ecoli viability | SUMO Mot1 rescue | AddAB inh | CDK5 inh | PKA-R2B act | HTR5A inv ag | DAGLB inh | Tat export inh | phage Ecoli inh | PKA-R1A act | HTR5A ag ctr
- CN1C(=O)C(CC(=O)Nc2ccccc2F)N(NC(=O)c2ccc(Br)cc2)C1=S (stereo not drawn)
    -0.9 | -2 | -1.0 | -4.6 | 0 | 7 | -1 | 9 | -0.1 | 4 | -2
- Cc1cccc(-n2nc3c(c2NC(=O)CCC2CCCCC2)CS(=O)C3)c1C (stereo not drawn)
    0.6 | 4 | 0.7 | -0.9 | -12 | 2 | 0 | 6 | 1.1 | -7 | -1

# (further entries)
SMILES,Ecoli viability,SUMO Mot1 rescue,AddAB inh,CDK5 inh,PKA-R2B act,HTR5A inv ag,DAGLB inh,Tat export inh,phage Ecoli inh,PKA-R1A act,HTR5A ag ctr
COCCN1C(=O)N[C@@H](CCc2ccccc2)[C@@H](C(=O)OC)[C@H]1C,-3.3,4,-1.6,1.6,-1,-1,2,-1,6.0,1,1
CC(C)Oc1ccc(C(=O)OCC(=O)N2CCCc3ccccc32)cc1,-0.4,-26,0.7,-0.7,-6,-2,-1,-1,2.2,-7,-3
O=C(CSc1nnc(-c2cccc(Br)c2)o1)N1CCOCC1,0.7,-10,-0.2,0.6,10,16,1,-7,2.4,-15,-7
C=C(C)c1cccc(C(C)(C)NC(=O)NCCCn2ccnc2)c1,-4.4,7,0.5,-2.8,-15,14,-2,-4,1.2,4,-5
CSc1ccc(CNCC2CCCO2)cc1 (stereo not drawn),0.0,27,6.0,1.4,8,-18,0,1,1.4,4,-2
CC1CCCN(c2c([N+](=O)[O-])cc(C(=O)O)cc2[N+](=O)[O-])C1 (stereo not drawn),0.2,4,-0.7,-0.1,-2,25,11,-14,4.6,9,3
CC(=O)Nc1cc(OC(=O)c2ccco2)cc(OC(=O)c2ccco2)c1,-0.2,i,1.4,-0.9,-2,9,0,0,4.9,2,-3
O=C(COc1ccc2c(c1)CCC2)NCc1ccccc1,-0.3,14,1.0,0.1,2,1,-16,-1,0.7,-3,0
CCCc1cc(=O)n2[nH]c(-c3ccccc3)cc2n1,2.7,6,3.2,2.6,-4,18,0,-7,1.7,5,6
COc1cc(CCCN2C(=O)C(=O)NC[C@@H]2Cc2ccc(O)cc2)cc(OC)c1OC,-1.9,10,0.7,-1.0,10,-10,-1,4,-1.1,-2,4
O=C(OCc1ccc(Br)cc1)c1cccnc1,-1.4,152,5.6,3.4,-6,7,-4,2,-0.4,-2,0
CC(C)C(NC(=O)c1c(F)cccc1F)C(=O)NNC(=O)c1ccccc1 (stereo not drawn),1.0,-1,0.0,0.1,-4,-9,0,4,-1.3,3,4
CCOc1ccc(OCCNC2CCCC2)cc1,-0.3,-5,1.9,-0.3,-6,-10,-3,3,0.6,-4,4
